MEKK2mut PB1 HTS = signal of MEK5 binding to mutant human MEKK2 PB1 domain; bead flow cytometry, Alexa488-MEK5 binding to MEKK2 mutant; percent response, % at 10 µM; 290,000 compounds, 0.35% hits; AID 1530; in the data active = percent response above about 24%, passing the limit was not always enough; also: inactives centre near 1; some results filed as inactive read as strong as hits
MEKK2 WT-MEK5 = raises or lowers MEK5 binding to wildtype human MEKK2 PB1 domain | Q9Y2U5 | bead flow cytometry, Alexa488-MEK5 binding to MEKK2 WT; actives lie on both sides | binding response (% of control), % at 10 µM | 290,000 compounds, 1.1% hits; in the data active = binding response below about 67% or above about 130%
CRFR2-BP antag = blocks CRF-induced signaling of the CRF-BP/CRF-R2 complex | 350,000 compounds, 0.59% hits | AID 588475 | HEK293 CRF-R2/CRF-BP, CRF-induced calcium fluorescence | inhibition, % at 11.8 µM;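 active = inhibition of the ligand-induced calcium signal above about 50% at the single tested concentration, limit read from the data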
DNA FID counter = displaces DNA intercalator in HCV helicase counter-screen; DNA fluorescent intercalator displacement, fluorescence; inhibition, % at 7.9 µM; 290,000 compounds, 0.17% hits; AID 1845; in the data active = inhibition above about 37%;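 also: 0% = vehicle and 100% = reference compound; higher means more ethidium bromide displaced from hairpin DNA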
MEKK3 PB1 HTS = modulators (inhibitors or enhancers) of MEK5 binding to human MEKK3 PB1 domain. binding response (% of control), % at 10 µM. AID 1529. bead-based flow cytometry, Alexa488-MEK5 binding to MEKK3; actives lie on both sides; 0 = blocked by unlabeled MEK5, 100 = vehicle. 290,000 compounds, 1.4% hits. Q99759;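 active = binding response more than 3 SD above or below the average of its plate-row segment, actives on both sides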;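 also: Alexa488 bead fluorescence after subtracting the streptavidin-only scavenger bead signal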
Target sequence (Q99759 whole entry, looked up, the tested form may be a part): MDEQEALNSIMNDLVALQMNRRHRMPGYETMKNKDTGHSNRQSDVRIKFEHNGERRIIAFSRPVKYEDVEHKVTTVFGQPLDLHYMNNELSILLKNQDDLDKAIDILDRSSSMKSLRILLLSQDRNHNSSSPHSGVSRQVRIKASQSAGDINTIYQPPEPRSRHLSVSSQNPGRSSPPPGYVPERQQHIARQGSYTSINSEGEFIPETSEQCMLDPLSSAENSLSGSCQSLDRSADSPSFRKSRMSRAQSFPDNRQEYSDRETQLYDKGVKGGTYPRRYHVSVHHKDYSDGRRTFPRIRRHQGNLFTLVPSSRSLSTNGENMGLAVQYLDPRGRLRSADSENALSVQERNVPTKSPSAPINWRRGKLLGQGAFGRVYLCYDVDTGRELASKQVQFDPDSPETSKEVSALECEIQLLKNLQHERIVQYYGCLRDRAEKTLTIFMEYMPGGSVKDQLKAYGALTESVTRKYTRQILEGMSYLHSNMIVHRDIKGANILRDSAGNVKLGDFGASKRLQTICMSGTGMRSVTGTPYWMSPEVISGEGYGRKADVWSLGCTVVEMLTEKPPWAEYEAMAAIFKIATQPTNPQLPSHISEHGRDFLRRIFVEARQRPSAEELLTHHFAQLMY
CRFBP-R2 agonist = CRF-BP/CRF-R2 complex agonism; activation, % at 13.2 µM; HEK293 CRF-R2/CRF-BP, calcium dye fluorescence (FLIPR); percent of saturating CRF peptide response; 350,000 compounds, 0.46% hits;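 active = activation of at least 50%, plus an integration ratio under a set limit after plate pattern correction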;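 also: plate controls were neutral control wells without compound for no effect and CRF at EC100 for full effect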
GalR3 antag = human GalR3 antagonism. 360,000 compounds, 0.44% hits. inhibition, % at 3 µM. O60755. HEK293 GalR3-CNG cAMP membrane potential fluorescence; galR3 body fused to GalR1 C-terminus;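 active = inhibition above the screen-wide average plus 3 SD, cut at about 13% in these data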;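 also: forskolin and galanin both at EC90 stimulate the cells; cAMP rise reported by CNG channel membrane potential dye signal; 0% = forskolin plus galanin with DMSO and 100% = forskolin alone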
UBC9 SUMO inh = SUMOylation inhibition | P63279 | HTRF SUMOylation assay, SAE1/SAE2 + UBC9, in vitro | inhibition, % at 35 µM | 290,000 compounds, 0.36% hits; in the data active = inhibition above about 50%, passing the limit was not always enough; also: strong numbers were not always called active
Target sequence (P63279 whole entry, looked up): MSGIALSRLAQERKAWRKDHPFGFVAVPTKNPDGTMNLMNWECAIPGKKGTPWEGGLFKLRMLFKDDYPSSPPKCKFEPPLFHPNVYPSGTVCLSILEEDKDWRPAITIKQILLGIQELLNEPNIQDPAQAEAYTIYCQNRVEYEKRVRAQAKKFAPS
HCV NS3 hel inh = blocks Hepatitis C virus NS3 helicase unwinding; NS3 helicase DNA unwinding, Cy5 molecular beacon fluorescence; inhibition, % at 10.9 µM; 290,000 compounds, 0.56% hits;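 active = inhibition above the mean of all tested compounds plus 3 SD, set per campaign, cut at about 35% in these data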;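 also: 0% = DMSO wells and 100% = thioflavine S control wells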
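assay system = NS3 helicase fragment of HCV | buffer or medium = MOPS pH 6.5, MgCl2, DTT, Tween20, BSA | timing = 60 min unwinding reaction at 25 °C after ATP addition | signal = Cy5 beacon fluorescence read at start and 1 h | read-out basis = % inhibition of unwinding | control set = low DMSO, high thioflavine S at 110 µM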
* = called active by the depositor; x = not tested or not shown. A portion of the library; rates above refer to the full screens.

Each structure is followed by: MEKK2mut PB1 HTS, MEKK2 WT-MEK5, CRFR2-BP antag, DNA FID counter, MEKK3 PB1 HTS, CRFBP-R2 agonist, GalR3 antag, UBC9 SUMO inh, HCV NS3 hel inh
- O=[N+]([O-])c1ccccc1N/N=C/c1ccc2c(c1)OCO2
    1, 101, 8, -1, 103, 0.6, 2, -3, -4
- Cc1cc(C(=O)COc2cc(F)ccc2[N+](=O)[O-])c(C)n1C1CC1
    -2, 94, 7, -12, 102, -0.2, 2, 1, -1
- COc1ccc(OC)c(/C=N/NC(=O)c2cc(-c3ccc(C)o3)nc3ccccc23)c1
    -3, 91, -7, -6, 93, -1.2, -8, 18, 5
- O=C(c1ccc(NC(=S)NCc2ccc(Cl)cc2)cc1)N1CCCCC1
    -9, 91, -19, -5, 84, 7.3, -1, 2, 13
- CCOc1ccc(CN2C(=O)c3ccccc3C2=O)cc1C(=O)O
    2, 99, 12, -10, 100, -2.6, -6, 12, 4
- O=C(COC(=O)c1ccc(Br)cc1)NC1CCCC1
    -2, 97, 1, -12, 98, -1.2, -8, -8, -3
- Cc1cccc(NC(=O)CCS(=O)(=O)c2cccc3nonc23)c1C
    -5, 101, 0, 0, 97, -4.1, -10, -3, -8
- COc1ccc(CNC(=O)C2CCCN(C(=O)Nc3ccc(OC)cc3)C2)cc1 (centres undefined)
    6, 101, 1, -25, 104, -1.0, -5, -5, 24
- O=C(Oc1ccc2c(c1)OCO2)c1cccs1
    6, 99, -1, 0, 101, -0.5, -2, 10, 4
- CCCc1cc(=O)oc2cc(OCC(=O)N3C[C@H]4C[C@@H](C3)c3cccc(=O)n3C4)c(Cl)cc12
    3, 102, -4, -34, 102, -0.4, -1, 10, 4
- CCC(C)Oc1cc(-c2ccnc(Nc3cccc(Cl)c3)n2)ccn1 (centres undefined)
    4, 94, -6, x, 105, 0.0, -12, -8, x
- COc1ccc(-c2nc(S(=O)(=O)c3ccccc3)c(N3CCOCC3)o2)cc1
    6, 97, 8, -3, 98, -0.2, -7, 13, 2
- Cc1ncc(CN2CCCC(C(=O)Nc3ccc(-c4ccco4)cc3)C2)n1C (centres undefined)
    5, 112, -10, 21, 98, 1.8, -2, 7, -30
- CCOc1ccccc1-c1nc(-c2ccc(NC(=O)c3ccc(Br)o3)cc2)no1
    6, 101, -3, 1, 101, 2.4, 1, -6, -2
- O=C1C(Cl)=C(Nc2ccccc2O)C(=O)N1c1ccccc1
    -4, 97, 7, 1, 98, 2.9, -5, 6, 11
- O=C(CSc1nnc(-c2ccccc2)o1)Oc1ccc(Br)cc1
    4, 103, 18, 2, 105, -0.2, -3, 7, -5
- C/C(=N\NC(=O)c1cc(C)oc1C)c1ccc2c(c1)OCO2
    5, 101, 20, -6, 105, 0.2, -1, 6, -14
- COCCCNCC1C(Oc2ccc(Cl)cc2)C(=O)N1c1ccccc1C (centres undefined)
    -2, 100, -12, 17, 99, -1.1, 0, -4, -25
- Cc1ccc(Cl)c(NC(=O)CN2CCNC(=O)C2)c1Cl
    0, 103, -10, -3, 99, -0.6, 0, 0, -1
- C=CCn1c(C(c2ccccc2)c2ccccc2)n[nH]c1=S
    1, 103, 9, -16, 105, -10, 0, -5, -12
- CCCn1c(SCC(=O)NC(C)c2ccccc2)n[nH]c1=O (centres undefined)
    -1, 102, 11, -5, 107, -0.1, -5, 1, -9
- O=C(C1=NN[C@@H]2C(=O)N(c3ccccc3C(F)(F)F)C(=O)[C@H]12)c1cnccn1
    1, 103, -3, 0, 105, -0.4, -3, 13, 1
- O=C(c1ccc(Cl)cc1)c1cnc(Nc2ccccc2Cl)s1
    -4, 98, -28, -1, 101, 2.0, -6, 25, -7
- CC(C)CCN1CC(C(=O)NCc2ccccc2)CC1=O (centres undefined)
    3, 103, 6, -1, 103, -1.1, 0, 7, -4
- Cc1c(O)ccc(C(=O)CN2CCN(Cc3ccccc3)CC2)c1O
    -3, 99, 0, 0, 100, 2.8, -1, 8, -12
- CC(=O)c1cccc(CN2CCC(CO)(Cc3ccccc3)CC2)c1
    -3, 101, 6, 1, 102, -1.2, 5, 0, -1
- NC(=O)CN1CCN(C2CC(=O)N(CCc3ccccc3)C2=O)CC1 (centres undefined)
    3, 101, -8, 2, 101, -2.0, -2, 16, 14
- COc1ccc(Br)c(C(=O)Nc2ccc(F)cc2)c1
    -27, 86, -4, 0, 81, -1.1, -3, 6, -5
- Cn1c(SCC(=O)Nc2ccccc2)nnc1-c1ccc(NC(=O)CCc2ccccc2)cc1
    2, 101, -1, -3, 97, 0.1, -4, 9, -1
- CCOC(=O)c1c(-c2ccc(C)o2)csc1NC(=S)NC(=O)c1ccccc1Br
    1, 97, -78, -13, 103, 6.0, -2, -17, 11
- O=C(N=Nc1c(O)[nH]c2ccccc12)c1ccc2c(c1)OCO2
    -4, 91, -1, 0, 97, -1.6, -6, 16, 1
- CC(c1ccco1)N(C(=O)COc1ccc(Cl)cc1)c1ccccn1 (centres undefined)
    1, 103, -4, -6, 102, 1.8, -5, 9, 2
- Nc1nn(-c2cccc(F)n2)cc1-c1ccc(Cl)cc1
    2, 109, -15, -2, 110, -1.6, -1, 3, 13
- CC(=O)Nc1cccc(NC(=O)CCNC(=O)c2ccccc2)c1
    3, 96, 6, -4, 99, 0.2, -2, 4, -2
- O=C(CSc1nc2nn(-c3ccccc3)c(=O)c-2c2n1CCCCC2)NCCc1ccccc1
    -1, 104, 3, -23, 105, -0.9, -6, -8, 0
- Nc1cc(S(=O)(=O)Nc2cc(Cl)ccc2Cl)ccc1N1CCOCC1
    -12, 97, 7, -14, 94, -0.4, -2, 11, -5
- O=C(Nc1nnc(SCc2ccc(F)cc2)s1)c1ccco1
    6, 104, -10, -1, 107, 1.1, 2, 8, 8
- CC1CCCC(C)N1C(=O)Cn1c(=O)sc2ccccc21 (centres undefined)
    -2, 97, 12, x, 96, -2.5, 6, 24, x
- CCN1CCN(c2cc(SC(C)C)nc(-c3ccc(OC)cc3)n2)CC1
    x, x, -6, 30, x, 0.1, 1, 3, -91
- COc1ccc(N2C(=O)CC(N(Cc3ccc(S(N)(=O)=O)cc3)C(C)=O)C2=O)cc1 (centres undefined)
    -3, 97, 16, -3, 98, 0.7, 0, 20, 2
- CN(CC(=O)Nc1ccccc1Br)C(=O)c1cccc([N+](=O)[O-])c1
    13, 109, -6, -3, 100, 0.2, -6, 11, 5
- CCOC(=O)C1CCCN(C(=O)CSc2ccc(Br)cc2)C1 (centres undefined)
    2, 105, 3, -24, 107, -3.7, x, 16, 0
- CCOc1ccc(NC(=O)CN2CCN(C3c4ccccc4-c4ccccc43)CC2)cc1
    3, 113, -26, -1, 100, 0.1, -3, -24, -9
- CCCc1nnc(SCC(=O)Nc2nccs2)o1
    -3, 102, -4, -3, 102, 0.1, -9, -15, -4
- Cc1cc(C(=O)Nc2ccc(F)cc2)c2ccccc2n1
    15, 105, -3, -3, 104, 0.9, -8, -2, -2
- CC1(C)Cc2c(cnn2-c2ccc(F)cc2)C(NC(=O)c2ccc(=O)oc2)C1 (centres undefined)
    5, 102, -11, -33, 97, -0.5, -3, 1, -1
- Cc1ccccc1N1CCN(C2CCCN(C(=O)c3cc(C(C)C)[nH]n3)C2)CC1 (centres undefined)
    7, 109, 8, -24, 105, -1.8, 0, -2, 0
- Cc1cc(C)c(S(=O)(=O)Nc2cccc(-n3cnnn3)c2)c(C)c1
    1, 95, -5, -30, 98, -1.6, -4, 2, -5
- Cc1ccsc1C(C(=O)NC1CCCCC1)N(C(=O)c1csnn1)C1CC1 (centres undefined)
    8, 108, -5, -12, 106, -2.0, -6, -23, 10
- Nc1ccc(-c2c3ccc(=O)cc-3oc3cc(O)ccc23)cc1C(=O)O
    27*, 132, -173, -21, 106, 213, -10, 21, 3
- CNC(=S)/N=C(\Nc1ccc(C)cc1)c1ccccc1
    -4, 98, -7, -6, 98, -0.4, -3, 10, -29
- CCCOC(=O)C1C2C=C[C@]3(CN(CCc4ccccc4)C(=O)[C@H]13)O2 (some centres undefined)
    3, 96, 17, -5, 97, -0.7, -5, 18, 3
- O=C1CC2(CCCCC2)Oc2ccc(O)cc21
    -2, 102, 0, -4, 101, 0.3, -6, 10, -3
- Cc1cc(C)cc(N2C(=O)CC(Cn3nc(C)cc3C)C2=O)c1 (centres undefined)
    12, 109, -7, -10, 107, 0.5, -4, -9, 15
- CCN(C(=S)Nc1cccnc1)c1cccc2ccccc12
    -1, 100, -8, -7, 101, -0.6, -4, 100*, -5
- Cc1ccc(NC(=O)CN(C)C(=O)COc2cccc3cccnc23)cc1
    -2, 94, 4, -15, 90, -1.8, -1, 11, 1
- Nc1c(C(=O)Nc2cccc(C(=O)O)c2)sc2nc3c(cc12)CCCC3
    -5, 94, -15, -19, 101, 1.1, -12, 12, 11
- Cc1nc(NC(C)c2ccccc2)sc1C(=O)Nc1ccccc1 (centres undefined)
    8, 107, -33, -20, 102, -5.4, 0, -1, -10
- COc1ccccc1NC(=S)N(Cc1ccco1)Cc1cc2cc(C)c(C)cc2[nH]c1=O
    -1, 93, -9, -20, 93, -0.5, 1, 18, 1

Some of the entries so far, bar-delimited.
mol | MEKK2mut PB1 HTS | MEKK2 WT-MEK5 | CRFR2-BP antag | DNA FID counter | MEKK3 PB1 HTS | CRFBP-R2 agonist | GalR3 antag | UBC9 SUMO inh | HCV NS3 hel inh
Cc1ccsc1C(C(=O)NC1CCCCC1)N(C(=O)c1csnn1)C1CC1 (centres undefined) | 8 | 108 | -5 | -12 | 106 | -2.0 | -6 | -23 | 10
Nc1ccc(-c2c3ccc(=O)cc-3oc3cc(O)ccc23)cc1C(=O)O | 27* | 132 | -173 | -21 | 106 | 213 | -10 | 21 | 3
CNC(=S)/N=C(\Nc1ccc(C)cc1)c1ccccc1 | -4 | 98 | -7 | -6 | 98 | -0.4 | -3 | 10 | -29
CCCOC(=O)C1C2C=C[C@]3(CN(CCc4ccccc4)C(=O)[C@H]13)O2 (some centres undefined) | 3 | 96 | 17 | -5 | 97 | -0.7 | -5 | 18 | 3
O=C1CC2(CCCCC2)Oc2ccc(O)cc21 | -2 | 102 | 0 | -4 | 101 | 0.3 | -6 | 10 | -3
Cc1cc(C)cc(N2C(=O)CC(Cn3nc(C)cc3C)C2=O)c1 (centres undefined) | 12 | 109 | -7 | -10 | 107 | 0.5 | -4 | -9 | 15
CCN(C(=S)Nc1cccnc1)c1cccc2ccccc12 | -1 | 100 | -8 | -7 | 101 | -0.6 | -4 | 100* | -5
Cc1ccc(NC(=O)CN(C)C(=O)COc2cccc3cccnc23)cc1 | -2 | 94 | 4 | -15 | 90 | -1.8 | -1 | 11 | 1
Nc1c(C(=O)Nc2cccc(C(=O)O)c2)sc2nc3c(cc12)CCCC3 | -5 | 94 | -15 | -19 | 101 | 1.1 | -12 | 12 | 11
Cc1nc(NC(C)c2ccccc2)sc1C(=O)Nc1ccccc1 (centres undefined) | 8 | 107 | -33 | -20 | 102 | -5.4 | 0 | -1 | -10
COc1ccccc1NC(=S)N(Cc1ccco1)Cc1cc2cc(C)c(C)cc2[nH]c1=O | -1 | 93 | -9 | -20 | 93 | -0.5 | 1 | 18 | 1

Source: PubChem (several laboratories)
